SARS 3CLpro inh: SARS-CoV 3CLpro protease inhibitors, primary screen, biochemical, quenched FRET; inhibition, % at 6 µM; recombinant SARS-CoV 3CLpro, quenched FRET peptide cleavage; AID 1706, 2009; 0.14% of 290,000 active; Replicase polyprotein 1ab (Severe acute respiratory syndrome coronavirus), P0C6X7; in the data active = inhibition above about 12%
VHR inh abs: VHR1 phosphatase inhibitors, primary screen, biochemical, absorbance, uHTS | Dual specificity protein phosphatase 3 (Homo sapiens), P51452 | AID 1654, 2009 | recombinant VHR phosphatase, pNPP absorbance | 0.52% of 290,000 active | inhibition, % at 13.3 µM; in the data active = inhibition above about 50%; note: some compounds called inactive have numbers as strong as hits
Target sequence (P51452 whole entry, looked up): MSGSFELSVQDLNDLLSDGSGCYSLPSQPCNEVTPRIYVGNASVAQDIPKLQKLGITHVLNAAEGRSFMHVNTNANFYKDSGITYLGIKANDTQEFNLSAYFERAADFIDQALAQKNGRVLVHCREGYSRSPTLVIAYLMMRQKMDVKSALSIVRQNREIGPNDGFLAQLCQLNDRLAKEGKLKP
Yp Topo-I inh: Yersinia pestis topoisomerase I inhibitors, primary screen, biochemical, cleavage product accumulation, plate reader, single point. DNA topoisomerase I (Yersinia pestis CO92). Y. pestis Topo-I cleavage product accumulation. activity, % at 10 µM. 0.064% of 360,000 active. AID 504884, 2011; in the data active = activity above about 50%, passing the limit was not always enough; note: inactives centre near 2
CCHFV vOTU inh: CCHFV vOTU protease inhibitors, primary screen, biochemical, Pep-AMC substrate, fluorescence; Crimean-Congo hemorrhagic fever virus L polyprotein viral ovarian tumor (vOTU) protease …; 0.55% of 370,000 active; inhibition, % at 11.5 µM; AID 651958, 2012; in the data active = inhibition above about 30%; note: 0% = vehicle wells with enzyme and 100% = no enzyme wells
TcdB inh: TcdB glycohydrolase inhibitors, primary screen, biochemical, single point, plate reader | 0.24% of 350,000 active | TcdB glycohydrolase enzymatic assay | AID 652162, 2013 | inhibition, % at 9.99 µM | Toxin B (Clostridioides difficile), P18177; in the data active = inhibition above about 10%
Anthrax LF inh2: Bacillus anthracis LF protease inhibitors, primary screen, biochemical, multiplex microsphere, MLPCN library; multiplex microsphere protease cleavage assay; 0.12% of 360,000 active; inhibition, % at 10 µM; Lethal factor (Bacillus anthracis), P15917; note: plate controls were buffer without enzyme for full effect and enzyme alone for no effect
Target sequence (P15917 whole entry, looked up): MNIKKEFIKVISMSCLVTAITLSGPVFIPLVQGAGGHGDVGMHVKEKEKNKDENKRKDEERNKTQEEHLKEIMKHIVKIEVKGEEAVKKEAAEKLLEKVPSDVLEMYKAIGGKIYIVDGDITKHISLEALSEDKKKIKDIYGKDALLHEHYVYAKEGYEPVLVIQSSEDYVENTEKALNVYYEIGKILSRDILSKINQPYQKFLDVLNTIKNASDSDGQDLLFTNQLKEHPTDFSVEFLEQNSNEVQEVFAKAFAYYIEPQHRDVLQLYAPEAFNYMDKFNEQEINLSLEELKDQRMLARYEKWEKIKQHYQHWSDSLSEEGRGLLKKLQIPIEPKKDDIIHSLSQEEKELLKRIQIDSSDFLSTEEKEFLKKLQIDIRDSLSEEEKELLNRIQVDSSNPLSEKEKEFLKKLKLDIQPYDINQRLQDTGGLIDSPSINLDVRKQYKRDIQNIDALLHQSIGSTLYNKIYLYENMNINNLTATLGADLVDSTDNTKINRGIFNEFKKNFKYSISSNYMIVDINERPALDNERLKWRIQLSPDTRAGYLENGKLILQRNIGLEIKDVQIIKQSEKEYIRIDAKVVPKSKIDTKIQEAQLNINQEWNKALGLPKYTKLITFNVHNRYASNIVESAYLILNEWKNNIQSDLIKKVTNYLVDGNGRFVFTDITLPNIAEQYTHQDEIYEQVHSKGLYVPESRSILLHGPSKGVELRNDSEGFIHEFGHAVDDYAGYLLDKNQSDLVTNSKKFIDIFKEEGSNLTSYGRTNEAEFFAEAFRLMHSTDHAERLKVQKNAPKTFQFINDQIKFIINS
PriA SSB inh: inhibitors of Klebsiella pneumoniae PriA binding to SSB C-terminal tail, primary screen, biochemical, AlphaScreen; 0.6% of 430,000 active; inhibition, % at 33 µM; AlphaScreen SSBct-PriA binding, biotinylated peptide; AID 1272365, 2023; PriA–SSB C-terminal tail interaction (Klebsiella pneumoniae); in the data active = inhibition mostly above about 37%, no sharp cut-off; inactive = mostly below about 20%;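 note: plate controls were negative control peptide for no effect and reference peptide for full effect; strong numbers were not always called active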
BoNT-A LC inh2: BoNT/A light chain protease inhibitors, primary screen, biochemical, flow cytometry, MLPCN library | multiplex microsphere protease substrate cleavage | inhibition, % at 10 µM | 0.17% of 360,000 active; note: plate controls were buffer without enzyme for full effect and enzyme alone for no effect
PfHsp40 rescue: rescue of yeast from PfHsp40 toxicity, primary screen, S. cerevisiae, ATP luminescence. S. cerevisiae expressing PfHsp40, growth rescue. growth rescue, % at 12.5 µM. 0.68% of 340,000 active; in the data active = growth rescue above about 28%, passing the limit was not always enough;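 note: yeast W303a lacking pdr1 and pdr3 grown in galactose medium; growth measured after three days at 30 °C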
Vc quorum ag: inducers of Vibrio cholerae quorum light production without autoinducers, primary screen, BH1578 luxS cqsA deficient, single point; V. cholerae BH1578 lux reporter, luminescence, 6 h; activation, % at 18.7 µM; 0.16% of 350,000 active; in the data active = activation mostly above about 9.7%, no sharp cut-off; note: not every result past the cut was called active; inactives centre near 0; reference of the scale not given here
* marks the source's active call; other numbers are inactive results; i = inactive; x = no result given; & = joins results of further samples. Cut-off read from the data, not from the text of the source, unless noted: active = inhibition above about 30%; inconclusive = no clear call, values can overlap the other calls; inactive = below that.

SMILES	SARS 3CLpro inh	VHR inh abs	Yp Topo-I inh	CCHFV vOTU inh	TcdB inh	Anthrax LF inh2	PriA SSB inh	BoNT-A LC inh2	PfHsp40 rescue	Vc quorum ag
CCOc1ccc(Nc2ccc([N+](=O)[O-])c3nonc23)cc1	2	4	-10	9	1.4	-4	78*	-5.3	0.6	i
Cc1ccc(S(=O)(=O)N2CCN(C(=O)Cn3c(=O)oc4ccccc43)CC2)c(C)c1	x	x	16	-11	-0.5	-11	-2	0.2	0.3	-0.3
CC(C)(C)n1nnnc1C(c1cccnc1)N(Cc1ccccc1)Cc1cccs1 (configuration not stated)	-1	17	36	4	x	-2	-19	0.2	1.0	i
CCC(C)(C)n1nnnc1C(c1cc2cc(C)cc(C)c2[nH]c1=O)N1CCN(C(=O)c2ccco2)CC1 (configuration not stated)	2	20	11	-9	-1.3	-3	-7	1.1	0.9	i
CN1C(C(=O)Nc2ccc(OC(F)(F)F)cc2)=CC(c2ccc3c(c2)OCO3)=NS1(=O)=O	7	-4	-8	6	0.7	2	-2	1.8	-0.9	-0.2
CCN1C(=O)C(=C2C=C(C)OC(C)=C2)C(=O)N(CC)C1=S	0	19	6	2	0.0	7	-15	13	0.0	x
O=c1c2cc3c(nc2[nH]c(=S)n1-c1ccccc1)CCCC3	0	39	-5	7	0.8	x	-16	x	-0.7	-0.5
Cc1ccc(C(=O)NC(=S)NCc2cccnc2)cc1	-6	-15	-6	7	0.2	-1	46*	-0.7	-1.5	1.6
COc1ccccc1-c1n[nH]c(=S)n1-c1ccccc1	5	7	0	6	x	0	0	0.3	-1.4	0.7
CCn1c(/C=C/c2c(C)n(CC)c3ccccc23)nc2ccccc2c1=O	5	-28	3	16	-0.5	7	4	1.5	-0.3	-0.2
Cc1cc(NC(=O)COc2ccc3ccccc3c2Br)no1	x	x	36	-2	0.7	2	-5	-0.4	0.0	i
N#C/C(=C\c1ccc2c(c1)OCCO2)C(=O)Nc1ccc(C(=O)O)cc1	3	x	1	13	-0.4	4	-8	-3.7	1.9	0.9
CCOC(=O)c1c(-c2ccc(C)cc2)csc1NC(=O)c1ccc(N2C(=O)CCC2=O)cc1	-4	-2	16	-9	0.5	-1	-1	-0.6	0.7	-0.2
C=CCNC(=O)/C(=C/c1cccc([N+](=O)[O-])c1)NC(=O)c1ccco1	-3	14	6	4	0.4	-3	-1	-0.8	1.6	i
Cc1ccc(C(=O)CSc2ncnc3sc4c(c23)CCCC4)cc1	0	15	-2	11	x	12	-5	1.5	-0.2	i
CCOC(=O)C1=CCN(S(=O)(=O)c2ccccc2C)C1c1cccc(F)c1 (configuration not stated)	x	x	x	8	0.8	-2	x	0.1	x	x
O=C(c1ccc(COc2ccccc2Cl)o1)N1CCOCC1	5	2	4	3	0.1	-2	-8&7	1.6	-0.8	-0.3
CCOC(=O)CC1(NC(=O)C2CCC(=O)N(CCc3ccccc3)C2)CCCCC1 (configuration not stated)	0	7	6	-2	-0.3	-2	3	-0.3	1.7	-0.4
CC(C)N1CCN(Cc2ccc(OCc3ccccc3)cc2)CC1CCO (configuration not stated)	5	11	2	-4	2.1	1	-5	-0.4	-0.3	2.3
COC(=O)c1cc(NC(=O)Cc2ccccc2[N+](=O)[O-])cc(C(=O)OC)c1	-3	4	2	-6	x	-4	-6	3.6	-0.5	-2.4
O=C(CC(CC(=O)c1ccccc1)C(=O)O)c1ccccc1	5	-31	5	-1	x	-6	-4	0.1	0.1	-0.3
CCN(c1ccccc1)S(=O)(=O)c1cccc(C(=O)NCC2(N(C)C)CCCCC2)c1	x	x	-2	-10	1.1	2	6	-3.1	-1.5	i
Cc1cc(C)c(S(=O)(=O)N2CCC(C(=O)OCc3c(C)noc3C)CC2)c(C)c1	x	x	14	-2	0.1	-4	-6	-2.5	3.9	i
Nc1c2c(nc3ccn(-c4ccccc4)c(=O)c13)CCCCC2	-5	4	-12	-1	0.9	-6	-2	0.7	0.3	x
COc1ccc(S(=O)(=O)N2CCN(Cc3c[nH]c4ccccc34)CC2)cc1	0	27	-9	6	x	-4	-6	0.4	-0.1	i
CC(NCc1ccc(OCc2ccc(Cl)cc2)cc1)C(O)c1ccccc1 (configuration not stated)	-1	20	-11	18	0.7	-14	10	-0.3	0.2	-2.4
O=C(Nc1ncc(Cc2cc(Cl)ccc2Cl)s1)c1ccc([N+](=O)[O-])cc1	-2	27	-4	7	x	6	-3	-0.3	0.0	i
O=C(c1cnc2ccc(Cl)cc2c1Cl)N1CCOCC1	3	39	1	8	-1.0	-2	-5	-0.9	0.1	i
O=c1[nH][nH]c2c1[C@@H](c1ccc(F)cc1)O[C@H](CCOCc1ccccc1)C2	x	x	x	0	0.5	1	x	0.8	x	x
CCCCC[C@@H]1C=C(C(=O)O)[C@H](c2ccc(OC)c(OC)c2)N1S(=O)(=O)c1ccc(C)cc1	x	x	22	15	2.1	3	-3	-0.3	-0.3	-1.4
Cc1cs/c(=N\N=C\c2ccc(O)cc2)n1Cc1ccco1	3	-13	-20	15	x	-3	x	-0.7	0.9	i
CC(=O)NC(c1cccc(F)c1)c1nc(-c2ccc(N(C)C)cc2)cs1 (configuration not stated)	x	x	-2	-3	0.6	-9	x	0.5	x	-0.6
COc1ccc(NC(=O)CN(C)C(=O)C(NC(=O)c2ccco2)C(C)C)cc1 (configuration not stated)	x	x	9	-6	0.1	-2	-2	4.6	0.4	-14
CN(C)c1ccc(C(=O)C=Cc2ccc([N+](=O)[O-])cc2)cc1	x	x	5	17	1.9	0	x	1.0	x	-0.3
Cc1ccc(N2CCCn3c2cc(C)c(C#N)c3=O)cc1C	2	13	11	0	1.5	-5	-1	2.1	-0.6	i
CCn1c(SCC(=O)Nc2ccc(OC)c(OC)c2)nnc1-c1cccs1	-3	40	-4	13	x	-14	6	-1.0	-0.4	-0.3
COc1ccccc1-c1c(C)nn2c(C)cc(C)nc12	4	15	0	-3	0.6	-7	-6&-10	-0.7	1.1	-0.2
Cn1c(=O)[nH]c(=O)c2c1nc(N1CCCC1)n2CCCSc1nc2ccccc2o1	3	10	39	8	x	8	-10	-0.8	0.5	i
CCSc1nc(CC)c2c(c1C#N)CCCC2	1	39	1	-11	x	-2	-30	-0.1	0.0	i
Cc1ccc(OCCn2cccn2)c(C)c1	3	16	-6	20	0.4	-1	-7	0.3	-0.4	i
OC[C@H]1O[C@H](OCc2ccccc2)[C@H](O[C@@H]2OC[C@@H](O)[C@H](O)[C@H]2O)[C@@H](O)[C@@H]1O	x	x	1	1	-1.0	-10	-3	-0.4	-1.3	-0.5
CCc1c(C(=O)N/N=C/c2cccs2)nnn1-c1nonc1N	-2	20	0	13	0.5	-1	x	-0.4	0.8	i
Cn1c(=O)oc2cc(S(=O)(=O)NCCN3CCN(c4ccccc4)CC3)ccc21	1	-2	1	-5	1.2	-12	-3	0.4	-0.4	i
Cc1cccc(NC(=O)CCS(=O)(=O)c2ccc3c(c2)oc(=O)n3C)c1	-6	22	7	-5	-1.6	-1	-14	-0.5	0.5	-0.6
COc1ccc(CCN2C(=O)c3[nH]nc(-c4ccccc4O)c3C2c2ccc(C)cc2)cc1OC (configuration not stated)	9	-6	4	15	x	-2	11	-3.7	0.3	i
O=C(NNC(=S)NC1CCCCC1)c1ccccc1Cl	-3	17	7	4	2.2	-1	-8	-0.5	-0.1	-0.1
CCCCC(CC)CNC(=O)C(=O)c1ccccc1NC(C)=O (configuration not stated)	0	-11	-3	14	x	2	-8	0.8	0.1	i
CCCCCN(C(=O)CCC(=O)OCc1cccc(C)c1)c1c(N)n(CCCC)c(=O)[nH]c1=O	x	x	-2	11	-7.8	-2	-14	-1.6	-0.1	0.0

Four entries from above, with two lines to a compound.
Order of values – SARS 3CLpro inh, VHR inh abs, Yp Topo-I inh, CCHFV vOTU inh, TcdB inh, Anthrax LF inh2, PriA SSB inh, BoNT-A LC inh2, PfHsp40 rescue, Vc quorum ag
CCc1c(C(=O)N/N=C/c2cccs2)nnn1-c1nonc1N
  -2, 20, 0, 13, 0.5, -1, x, -0.4, 0.8, i
COc1ccccc1-c1c(C)nn2c(C)cc(C)nc12
  4, 15, 0, -3, 0.6, -7, -6&-10, -0.7, 1.1, -0.2
O=C(NNC(=S)NC1CCCCC1)c1ccccc1Cl
  -3, 17, 7, 4, 2.2, -1, -8, -0.5, -0.1, -0.1
COc1ccc(CCN2C(=O)c3[nH]nc(-c4ccccc4O)c3C2c2ccc(C)cc2)cc1OC (configuration not stated)
  9, -6, 4, 15, x, -2, 11, -3.7, 0.3, i

Following part
SMILES	SARS 3CLpro inh	VHR inh abs	Yp Topo-I inh	CCHFV vOTU inh	TcdB inh	Anthrax LF inh2	PriA SSB inh	BoNT-A LC inh2	PfHsp40 rescue	Vc quorum ag
O=C(Oc1ccc(N(Cc2cccs2)C2=NS(=O)(=O)c3ccccc32)cc1)c1ccccc1Cl	0	0	-7	-1	x	x	-5	x	0.4	i
Cc1cc(NCCC(C)C)n2nc(C)c(-c3ccccc3)c2n1	0	10	5	1	x	-3	-28	-2.1	-0.3	-0.4
O=C(CSc1nc2nc3c(cc2c(=O)n1-c1ccccc1)CCCC3)Nc1ccccc1	2	37	0	4	x	-1	0	0.4	1.0	-0.5
CC(=O)/C(N=Nc1cccc(C(F)(F)F)c1)=C(\C)O	-2	11	-1	-2	-0.1	-2	x	-0.4	0.6	-0.2
COc1ccc(CNC(=O)CCN2C(=O)c3ccncc3C2=O)cc1OC	0	19	-2	6	0.4	6	-4	0.0	-0.6	2.8
CCCNC(=O)c1ccccc1NC(=O)COc1ccc(OC)cc1	1	15	4	-3	x	0	-3	-1.2	-0.8	i
COc1ccc(/C=N/NC(=O)C(C)n2cnc3ccccc3c2=O)cc1 (configuration not stated)	1	17	-6	8	x	-6	x	-2.8	-0.9	-1.1
CCOC(=O)c1nn(-c2ccccc2)c2nc(Nc3ccccc3)cc(=O)n12	4	12	8	-5	x	-2	-5	-0.2	0.5	1.0
O=[n+]1cc(-c2ccccc2)n([O-])c2c1CCC2	-1	13	1	-4	x	0	-1	1.2	-1.0	-0.7
Cc1ccnc(NC(=O)c2ccc(S(=O)(=O)N3CCCCCC3)cc2)c1	x	x	2	4	1.8	2	-10	-5.1	x	0.0
O=C(NC1CCCCC1)C(c1cc2ccccc2o1)N1CCOCC1 (configuration not stated)	x	x	x	-7	1.7	-1	x	-0.6	x	x
CCc1ccc(CN2C(=O)c3ccccc3C2C(=O)NCc2cccnc2)cc1 (configuration not stated)	2	7	4	-2	0.6	-1	-2	0.6	-1.1	i
CC(=O)Nc1nonc1NC(C)=O	4	-6	1	-4	x	8	-12	-1.0	0.1	26*
CCc1ccccc1NC(=S)N(CCN(C)C)C(C)c1cccnc1 (configuration not stated)	2	8	5	-8	0.7	-5	0	-1.1	0.7	-6.4
Cc1ccc(Nc2nc(C(=O)NCC3CCCO3)cs2)cc1 (configuration not stated)	0	13	-3	6	2.7	7	6	-0.3	0.6	0.8
Cc1ccccc1C(OCCN(C)C)C1CCCCC1 (configuration not stated)	2	-1	0	9	x	-1	-4	-0.1	-0.9	0.0
CCCOc1cccc(NC(=O)OC2CCN(C)CC2)c1	-5	-1	-1	-17	x	1	6	0.4	-0.5	0.4

Screening data (PubChem BioAssay)

The list is partial, so the mix of outcomes need not match the whole.
